ERp5 inh = blocks human ERp5 reductase activity on insulin | Q15084 | inhibition, % at 9.99 µM | AID 651711 | ERp5 insulin aggregation, absorbance 650 nm, 90 min | 350,000 tested, 0.05% active;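 active means mean replicate inhibition above about 25%, with every replicate also reaching it, limit read from the data, passing the limit was not always enough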
Target sequence (Q15084 whole entry, looked up): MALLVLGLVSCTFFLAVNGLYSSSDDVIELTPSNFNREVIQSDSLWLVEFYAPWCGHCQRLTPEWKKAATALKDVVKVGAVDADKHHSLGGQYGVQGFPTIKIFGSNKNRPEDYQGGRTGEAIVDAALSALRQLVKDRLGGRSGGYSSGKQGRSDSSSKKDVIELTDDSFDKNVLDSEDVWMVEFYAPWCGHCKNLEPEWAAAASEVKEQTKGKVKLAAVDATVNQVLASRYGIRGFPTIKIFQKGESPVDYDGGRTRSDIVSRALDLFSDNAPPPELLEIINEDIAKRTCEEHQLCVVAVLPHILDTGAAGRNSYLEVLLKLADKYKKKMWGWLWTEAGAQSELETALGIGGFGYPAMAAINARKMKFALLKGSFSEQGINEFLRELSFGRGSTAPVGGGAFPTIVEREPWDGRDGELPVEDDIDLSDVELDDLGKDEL
E-selectin induc = induces E-selectin expression in human endothelial cells. P16581. HUVEC E-selectin immunofluorescence imaging; normalized: neutral wells 0, TNF-alpha wells 100. activation, % at 7.58 µM. 260,000 tested, 0.37% active. AID 686992;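 active means mean E-selectin-positive cell signal at least 10% of the positive control, reached in at least 60% of replicates, without over 20% cell loss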;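 further: in these data hits start at about 27%; measured in HUVEC primary endothelial cells; signal is the percent of cells scored E-selectin positive by PE staining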
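Read-out: % PE-positive cells | Test system: HUVEC | Doses: One compound dose added by pin transfer | Buffer or medium: EGM-2 over gelatin coat | Signal: Immunofluorescence imaging | Benchmarks: TNF-alpha, DMSO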
XiGFP reactiv = X-chromosome reactivation activator. XiGFP mouse fibroblasts, % GFP-positive cells imaging, 3 d; cells co-treated with 5-aza-dC sensitizer; scaled so ellipticine positive control = 100%. activation, % at 7.58 µM. 360,000 tested, 0.055% active;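 active means mean normalized replicate activation at least 10% and every replicate at or above 10%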;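 further: 0% = median of on-plate neutral control wells and 100% = ellipticine 6 µM median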
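Assay system: SV40-immortalized XiGFP fibroblast cells, line 68-5-11; buffer or medium: DMEM plus 5-aza-dC sensitizer; compound: one concentration, pinned; timing: compounds 3 days, fix/stain 15 min at room temperature; benchmarks: positive control ellipticine, 6 µM final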
RAD52 anneal inh = RAD52 (human) annealing inhibition; recombinant RAD52 DNA annealing, FRET fluorescence; AID 651710; 360,000 tested, 0.46% active; inhibition, % at 18.7 µM;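 active means every replicate showing at least 50% inhibition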
Target sequence (P43351 whole entry, looked up): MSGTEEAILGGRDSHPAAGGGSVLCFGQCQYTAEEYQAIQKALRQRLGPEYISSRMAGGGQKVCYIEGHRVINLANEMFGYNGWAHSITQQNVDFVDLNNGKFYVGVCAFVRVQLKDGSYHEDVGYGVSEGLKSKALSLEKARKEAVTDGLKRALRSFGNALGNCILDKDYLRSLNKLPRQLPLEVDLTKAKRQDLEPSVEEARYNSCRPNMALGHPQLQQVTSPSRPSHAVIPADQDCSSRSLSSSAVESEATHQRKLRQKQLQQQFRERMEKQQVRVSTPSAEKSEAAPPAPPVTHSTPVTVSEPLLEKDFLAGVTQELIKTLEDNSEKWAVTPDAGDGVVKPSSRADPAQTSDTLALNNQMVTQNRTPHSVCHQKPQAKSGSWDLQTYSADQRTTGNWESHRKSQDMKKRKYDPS
RAD54 inh = blocks human RAD54 Holliday junction branch migration. Q92698. FAM/BHQ fluorescence. inhibition, % at 10.4 µM. 360,000 tested, 0.14% active. AID 602329;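 active means mean normalized replicate activity at least 40 and at least half of replicates scoring 40 or more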;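 further: 0% = median of neutral control wells and 100% = median of positive control wells; inhibitors cause a drop in the FAM fluorescence signal; in these data hits start at about 50%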
ERAP1 HTS inh = ERAP1 (human) enzyme inhibition | Q9NZ08 | 340,000 tested, 0.15% active | AID 652197 | inhibition, % at 10.7 µM | recombinant ERAP1, Leu-AMC fluorescence, 60 min;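 active means mean replicate inhibition of at least 30%, or all replicates individually reaching that 30% level; inactive means mean below 30% and not every replicate reaching it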;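 further: 0% = neutral control wells and 100% = L-leucinethiol positive control wells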
S100A4 inh HTS = S100A4-myosin IIA interaction inhibition | S100A4/TAMRA-MyoIIA peptide fluorescence polarization | 360,000 tested, 0.14% active | inhibition, % at 10.7 µM | P26447;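 active means mean inhibition of at least 70% across replicates, with every replicate also reaching that level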
Target sequence (P26447 whole entry, looked up): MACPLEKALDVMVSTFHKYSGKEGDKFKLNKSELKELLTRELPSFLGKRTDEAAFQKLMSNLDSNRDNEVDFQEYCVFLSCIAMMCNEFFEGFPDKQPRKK
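Assay system: human S100A4 monomer with TAMRA-labelled myosin IIA peptide / Buffer or medium: Calcium-containing HEPES buffer, pH 7.2 / Reagent: TAMRA-labelled myosin IIA heavy-chain peptide probe, 5 nM / Compound: one dose per compound / Timing: polarization read 5 min after assay mix addition, stable 5–60 min / Benchmarks: neutral control DMSO, positive control TFP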
esBAF inh = blocks esBAF chromatin remodeling in mouse ES cells; Bmi1-luciferase knock-in reporter, 24 h; 100% = twice the neutral-well signal; reporter increase, % at 12.5 µM; 350,000 tested, 2% active; AID 602393; in the data active means activation above about 40%;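 further: 0% = median of the plate's neutral control wells and 100% = double that signal; a rise in the Bmi1 reporter signal indicates esBAF inhibition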
An asterisk follows results filed as active; / = no result given; & = joins results of further samples.

SMILES	ERp5 inh	E-selectin induc	XiGFP reactiv	RAD52 anneal inh	RAD54 inh	ERAP1 HTS inh	S100A4 inh HTS	esBAF inh
Cc1nnc(N/N=C/c2ccccc2C(F)(F)F)n1N	5	0.4	0.0	-14	-18	1	7	-11
CCn1c(=O)c(CCC(=O)NCCN2CCOCC2)c(C)c2c(C)nn(-c3ccccc3)c21	-1	/	0.2	-17	10	2	-1	0
CCOC(=O)C(C)Sc1nc(-c2ccccn2)ncc1OC (configuration not stated)	-3	/	0.1	-10	/	0	-3	/
O=C(Cn1cnc2c(NCc3ccccc3)ncnc21)NCc1ccc2c(c1)OCO2	-1	-0.8	0.2	-15	-5	8	0	-2
COc1ccc(/C=C/C(=O)N(CCC(N)=O)c2ccccc2)cc1S(=O)(=O)N1CCOCC1	2	/	0.2	-12	2	0	2	-2
CC(C)NC(=O)Nc1ccc2c(c1)C(=O)N([C@@H](C)CO)C[C@@H](C)[C@@H](CN(C)S(=O)(=O)c1cccs1)OCCCC[C@@H](C)O2	-3	/	-0.1	-74	-4	0	0	-1
CN(CC(=O)Nc1ccccc1C(F)(F)F)C(=O)COc1ncnc2sccc12	-1	-0.1	0.1	-13	/	-2	-3	/
CC(C)N(C(=O)C[n+]1ccc(/C=N/O)cc1)C(C)C	0	/	0.1	-6	/	6	3	/
CCn1c(=O)c(C(=O)NNS(=O)(=O)c2ccc(Br)cc2)c(O)c2ccccc21	2	/	0.0	-5	/	-1	-3	/
CCc1ccc(NC(=O)NNC(=O)c2cc3ccccc3cc2O)cc1	-6	-0.3	0.0	2	-6	-2	0	/
COc1ccc([C@H]2CC(=O)C=C(c3ccc(C)c(F)c3)C2)cc1	10	-0.1	0.0	13	-3	7	-3	21
CC(C)CC#Cc1ccc([C@H]2[C@@H](CO)N3C(=O)CN(C(=O)CN4CCOCC4)C[C@@H]23)cc1	-5	0.6	0.6	0	/	0	-10	/
CCCCCOC(=O)Cn1c(=O)oc2ccccc21	-10	-0.1	0.1	-9	-7	6	8	-2
CC(C)(C)C(=O)NNC(=O)COc1ccc2ccccc2c1Br	5	4.6	-0.2	-7	/	/	-22	/
O=C1CNC(=O)N1CC(O)Cn1c2ccccc2c2ccccc21 (configuration not stated)	2	/	0.3	-15	/	10	-1	2
CCOC(=O)Cn1nnnc1CN(Cc1ccc(OC)cc1)Cc1cc2cc(CC)ccc2[nH]c1=O	-3	/	/	-6	-14	9	2	-1
C[C@H](CO)N1C[C@H](C)[C@@H](CN(C)Cc2ccc(C(=O)O)cc2)Oc2c(NC(=O)C3CCCCC3)cccc2C1=O	-1	-0.3	0.1	15	5	-2	-4	-6
C[C@H](CO)N1C[C@H](C)[C@H](CN(C)S(=O)(=O)c2ccc(F)cc2)OCCCC[C@H](C)Oc2ccc(N(C)C)cc2C1=O	1	0.0	0.3	7	-5	0	-5	-22
Cc1ccc(N/C(N)=N/c2nc(CSc3nnc(C)s3)cc(=O)[nH]2)c(C)c1	2	/	0.1	-29	/	1	-4	/
CCNC(=O)Nc1ccc2c(c1)C(=O)N(C)[C@H]1CC[C@@H](CC(=O)NCc3cccc(F)c3)O[C@@H]1CO2	/	0.0	0.2	/	-18	/	/	-4
COc1ccc(CCOC(=O)CNC(=O)c2ccc(Cl)cc2Cl)cc1	2	18	0.1	-14	-3	37*	0	2
CCc1ccccc1NC(=O)CNC(=O)c1cc(C2CC2)nn1-c1ccccc1	-11	/	-0.1	-15	4	1	-2	3
CCCOC(=O)CC1C(=O)NCCN1C(=O)OC(C)(C)C (configuration not stated)	1	1.8	-0.1	-15	1	-7	-1	7
CCC(C)NC(=O)CN1C(=O)COc2ccc(S(=O)(=O)N3CCOCC3)cc21 (configuration not stated)	-3	/	0.0	6	-5	-2	-2	2
CC1Cc2nc(SCC(=O)N3CCOCC3)n(-c3ccccc3)c(=O)c2S1 (configuration not stated)	2	1.6	0.0	-11	-8	1	-13	9

Filtered by structure, the entries above containing bromine (two)
SMILES	ERp5 inh	E-selectin induc	XiGFP reactiv	RAD52 anneal inh	RAD54 inh	ERAP1 HTS inh	S100A4 inh HTS	esBAF inh
CCn1c(=O)c(C(=O)NNS(=O)(=O)c2ccc(Br)cc2)c(O)c2ccccc21	2	/	0.0	-5	/	-1	-3	/
CC(C)(C)C(=O)NNC(=O)COc1ccc2ccccc2c1Br	5	4.6	-0.2	-7	/	/	-22	/

New compounds follow.
SMILES	ERp5 inh	E-selectin induc	XiGFP reactiv	RAD52 anneal inh	RAD54 inh	ERAP1 HTS inh	S100A4 inh HTS	esBAF inh
O=C(O)c1ccccc1NC(=O)C(c1ccccc1)c1ccccc1	-1	0.4	0.1	-6	7	0	-1	/
Cc1ccc(-c2ccc(SCC(=O)Nc3cc(C)on3)nn2)cc1	-4	2.3	-0.1	-5	/	-2	-3	/
Cc1ccc(S(=O)(=O)N2CCCCC2)cc1NC(=O)CSc1nccn1C	-2	2.2	-0.1	-12	/	3	-8	/
NC(=O)C[n+]1cccc(C(N)=O)c1	-5	/	0.2	-6	/	6	8	/
CCOC(=O)C1=C(C)Nc2ccccc2N=C1NC(=O)Cc1ccc(Cl)c(Cl)c1	5	-0.1	0.0	-3	/	5	1	/
CCSc1nnc(NS(=O)(=O)c2ccc(OC)cc2)s1	6	-0.3	-0.8	-19	/	6	-1	/
O=C(Nc1ccc(F)cc1)N1CC(=O)N2[C@H](CO)[C@@H](c3ccc(-c4ccc(F)cc4)cc3)[C@@H]2C1	-2	-0.6	0.2	-17	/	-1	11	/
O=C(CN1C(=O)C2(OCCO2)c2ccccc21)c1ccc(Br)cc1	8	/	/	-10	-3	-7	6	0
COc1ccc(CN2CCN(c3ccccn3)CC2)c(OC)c1C	3&-1	0.0&-0.1	-0.1&0.1	-8&-12	4&1	-1&0	4&-20	-1&3
COc1ccccc1-n1c(Cc2cccc3ccccc23)nnc1SCC(=O)O	5	-0.2	0.4	-16	/	-3	0	/
S=C(NCCc1ccccc1)Nc1cccc2cnccc12	1	15	0.2	-10	2	-4	-1	-47
CCOC(=O)c1sc(=NC(=O)c2ccc(OC(C)C)cc2)n(C)c1C	1	6.7	0.0	-24	-6	-2	1	4
COc1ccc(N(CC(=O)Nc2cc(OC)ccc2OC)S(=O)(=O)c2c(C)noc2C)cc1	-2	/	0.0	-169	-17	2	-10	5
COc1cccc(N2C(=NC(=O)COc3ccccc3)SC3CS(=O)(=O)CC32)c1 (configuration not stated)	/	/	0.0	-7	9	-1	-3	-6
CCCCCC(=O)N1C[C@H](O)[C@@H](n2cc(C3CC3)nn2)C[C@@H]1c1ccc(C)cc1	2	0.2	-0.2	-4	-5	-5	-7	-3
C/C(=N\NC(=O)CSc1nc(C)cc(C)n1)c1cccs1	0	/	-0.1	-7	8	4	-4	/
C[C@@H]1CCCCO[C@@H](CN(C)C(=O)C2CCCCC2)[C@@H](C)CN([C@H](C)CO)C(=O)c2cc(NC(=O)Nc3ccc4c(c3)OCO4)ccc2O1	-4	-0.1	0.1	6	-3	0	6	-5
CCN(C(=O)CSc1nnc2nc(C)cc(C)n12)c1ccccc1	5	8.8	0.5	-22	/	-6	-4	/
CCCC(=O)C1=C(N(C)c2ccccc2)CC(C)(C)CC1=O	2	0.2	0.1	-2	0	-1	-4	2
CCCCn1nc(C(=O)Nc2cccc(C(=O)NC3CC3)c2)c2ccccc2c1=O	0	0.8	0.1	-7	-1	-1	6	6
c1ccc(N2CCN(c3ccc4nncn4n3)CC2)nc1	2	0.6	0.2	-4	-3	-4	1	-1
C[C@H](CO)N1C[C@H](C)[C@H](CN(C)S(=O)(=O)c2cccc(F)c2)Oc2ncc(C#Cc3ccccc3)cc2C1=O	2	0.3	-0.3	8	10	-3	17	10
O=C(C1=C[C@H](c2ccc(C(F)(F)F)cc2)C[C@H](OCCCCO)O1)N1CCN(Cc2ccc3c(c2)OCO3)CC1	3&2	-0.1	0.0	1&-19	-15&-2	1&-1	-1&-4	-3
CC(C)(C)c1ccc(OCc2ccc(C(=O)N/N=C/c3ccc(O)c(O)c3)cc2)cc1	4	0.0	6.5	2	/	2	-6	/
Cc1ccn2c(CC(C)(C)C)c(-c3ccc(F)cc3)nc2c1	0	0.0	-0.1	-4	/	4	31	65*
More results:
SMILES	ERp5 inh	E-selectin induc	XiGFP reactiv	RAD52 anneal inh	RAD54 inh	ERAP1 HTS inh	S100A4 inh HTS	esBAF inh
C[C@@H]1CN([C@H](C)CO)C(=O)c2cc(NS(C)(=O)=O)ccc2O[C@@H]1CN(C)C(=O)Nc1ccc(C(F)(F)F)cc1	1	-11	0.0	2	3	-4	-8	-1
CCc1nc(N2[C@H](C#N)[C@@H](c3ccccc3-c3ccc(F)cc3)[C@@H]2CO)sc1C	-2	0.0	0.1	-4	/	-10	-8	/
C[C@H]1CN([C@@H](C)CO)C(=O)Cc2cc(NS(=O)(=O)c3cn(C)cn3)ccc2O[C@@H]1CN(C)C(=O)NC1CCCCC1	/	5.0	-0.5	/	2	/	/	0
Cc1ccc(/C=N/NC(=O)CSc2nc3ccccc3c(=O)n2-c2ccccc2)s1	3	/	0.0	-8	/	-1	2	/
O=C(N[C@@H]1CC[C@@H](CCNC(=O)C2CCCC2)O[C@H]1CO)c1ccccn1	-3	-0.1	0.0	-11	-14	1	-3	-2
S=c1[nH]nc(COc2ccccc2)n1Cc1ccccc1	-4	/	0.8	-12	/	-3	1	/
Cc1cccc(NC(=S)NCCCN2CCOCC2)c1	5	/	0.3	11	2	0	-1	/
O=C1NC[C@H](Cc2ccccc2)N(C[C@H]2CCCN2C[C@H](Cc2ccccc2)N2C[C@H](Cc3ccccc3)N(CCc3ccccc3)C(=O)C2=O)C1=O	5	0.0	0.1	-18	6	/	5	-10
COc1ccc(OC)c2nc(-c3ccncc3)ccc12	1	0.2	0.2	-4	12	1	12	28
C/C=C/c1cnc2c(c1)C(=O)N([C@@H](C)CO)C[C@H](C)[C@H](CN(C)S(=O)(=O)c1cn(C)cn1)O2	1	-0.3	-0.1	-2	3	2	-3	-2
CCOC(=O)C1CCCN(Cc2cc(=O)oc3cc(C)c(C)cc23)C1 (configuration not stated)	3	/	0.0	-19	/	0	3	/
Cc1c(CBr)[n+](=O)c2c(n1[O-])C(Br)CCC2Br (configuration not stated)	4	-0.1	0.3	-9	/	5	3	/
CC(C)C[C@H](NC(=O)N1CCn2c1nc1ccccc12)C(=O)NCc1ccco1	-4	/	0.2	-13	15	2	0	2
S=C1NC2(CCCC2)Nc2ccccc21	-4	/	0.0	-19	2	-3	-3	/
O=C(NCCS(=O)(=O)N1CCC2(CC1)OCCO2)c1ccc(F)cc1	5	0.9	0.0	-10	-8	-1	-10	12
Clc1ccc(C2=NOC(c3nnc(-c4ccccc4)o3)C2)cc1 (configuration not stated)	2	0.1	0.1	-3	-13	2	-6	1
O=C(c1cc(C2CC2)on1)N1CCN(c2ccc(F)cc2)CC1	2	-0.5	0.0	-17	-3	0	2	-1
C[C@@H]1O[C@@H](Oc2c(-c3cc(O)c(O)c(O)c3)oc3cc(O)cc(O)c3c2=O)[C@H](O)[C@H](O)[C@H]1O	12	-0.1	0.0	-13	-6	29	-2	-2
Cc1ccc2cc(-c3noc(C4CCCCC4)n3)c(=O)[nH]c2c1	0	-0.1	0.0	15	1	/	-5	9

Screening data deposited in PubChem by Broad Institute.
